Assay outcomes from PubChem BioAssay.
Vif-APOBEC3F blk – qHTS for Inhibitors of Vif-A3F Interactions: qHTS | HeLa A3F-eYFP + Vif (tagged APOBEC3F with the HIV-1 protein that degrades it), YFP fluorescence increase | Potency, µM (titrated, usually from 46.1 µM), without a hit: top-dose activity, negative = active | actives 0.2% (n = 390,000) | AID 602313, 2012; also: potency is read from the fitted curve at half-maximal effect; % of control where 0% means no effect; nearly all actives have a fitted effect of over 65% in size
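HeLa cells stably expressing A3F-eYFP plus Vif, plated and incubated overnight at 37 deg C, then exposed to compounds overnight at 37 deg C. Blocked degradation read as raised yellow fluorescence (Ex 488/Em 500-530).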
GRP78 ERSR act – qHTS for Inducers of the Endoplasmic Reticulum Stress Response (ERSR) in Human Glioma: qHTS | U87-MG GRP78 promoter luciferase reporter, 16 h | Potency, µM, inactives show top-dose activation, hits mostly activators | actives 0.02% (n = 420,000); also: potency is read from the fitted curve at half-maximal effect; series mostly up to about 76 µM; % of control where 0% means no effect; nearly all actives have a fitted effect of over 35% in size
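ERSR induction read as luciferase luminescence (Bright-Glo, 10 min at room temperature) in stably transfected human U87-MG glioma cells exposed to compounds for 16 h, using GRP78 as sensor.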
RXFP1 ag – qHTS Assay for Agonists of the Relaxin Receptor RXFP1. actives 0.3% (n = 370,000). Potency, µM (highest dose often 57.5 µM), for the others: at the top dose activation, actives largely listed as activators. HEK293T-RXFP1 cAMP TR-FRET, 30 min; response scale: percent of porcine relaxin response, buffer zero. Relaxin receptor 1 (Homo sapiens), Q9HBX9; also: potency is read from the fitted curve at half-maximal effect; % is scaled to controls: 0 for no effect and ±100 for the full control effect; nearly all actives have a fitted effect of over 60% in size; many of its hits are not listed in these tables
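HEK293T cells stably expressing RXFP1 were pretreated with the PDE4 inhibitor Ro 20174, exposed to compounds for 30 min at 37C, lysed, and cAMP was read by TR-FRET. Data normalized to buffer (basal) and 29 nM porcine relaxin (100%).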
TrxR1 substrate – qHTS Assay for Substrates of Mammalian Selenoprotein Thioredoxin Reductase 1 (TrxR1): qHTS; Thioredoxin reductase 1, cytoplasmic (Rattus norvegicus), O89049; Potency, µM (series often up to 114 µM), inactives show at the top dose activity change, negative = substrate turnover; purified TrxR1 substrate turnover, NADPH consumption readout; actives 0.01% (n = 390,000); also: potency is read from the fitted curve at half-maximal effect; % is scaled to controls: 0 for no effect and ±100 for the full control effect; nearly all actives have a fitted effect of over 50% in size
Target sequence (O89049 whole entry, looked up): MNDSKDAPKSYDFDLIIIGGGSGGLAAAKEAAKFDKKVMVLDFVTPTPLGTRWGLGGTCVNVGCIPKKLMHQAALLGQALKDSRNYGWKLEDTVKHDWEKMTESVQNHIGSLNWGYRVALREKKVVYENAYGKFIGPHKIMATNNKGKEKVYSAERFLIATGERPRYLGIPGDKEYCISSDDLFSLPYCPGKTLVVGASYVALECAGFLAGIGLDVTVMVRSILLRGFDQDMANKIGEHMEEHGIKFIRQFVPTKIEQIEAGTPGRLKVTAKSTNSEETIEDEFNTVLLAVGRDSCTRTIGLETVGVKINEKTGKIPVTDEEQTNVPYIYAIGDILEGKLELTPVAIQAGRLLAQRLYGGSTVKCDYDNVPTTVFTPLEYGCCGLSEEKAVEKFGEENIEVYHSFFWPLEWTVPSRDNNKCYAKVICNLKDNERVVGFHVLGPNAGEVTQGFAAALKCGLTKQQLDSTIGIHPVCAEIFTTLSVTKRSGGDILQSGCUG
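Rat TrxR1, dispensed at 90 nM, was prereduced with 400 uM NADPH (final) for 5 min at ~22 deg C, then incubated with compound 15 min before 400 uM selenite. A first-read NADPH fluorescence drop versus no-compound background flagged substrates.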
mIDH1 inhibitor – qHTS for Inhibitors of mutant isocitrate dehydrogenase 1 (IDH1): qHTS; Potency, µM (series often up to 76.6 µM), inactives show at the top dose activity change, negative = inhibition, usual class: inhibitors; Isocitrate dehydrogenase [NADP] cytoplasmic (Homo sapiens), O75874; actives 0.093% (n = 390,000); IDH1-R132H enzyme, NADPH consumption, diaphorase/resazurin fluorescence; also: potency is read from the fitted curve at half-maximal effect; % is scaled to controls: 0 for no effect and ±100 for the full control effect; nearly all actives have a fitted effect of over 65% in size
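IDH1-R132H (0.5 ug/mL dispensed) in pH 7.5 Tris buffer was preincubated 30 min with compound, then given a substrate mix of 0.016 mM NADPH and 2 mM alpha-KG for 80 min at room temperature; remaining NADPH was read by diaphorase/resazurin fluorescence.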
USP1-UAF1 inh – Inhibitors of USP1/UAF1: Primary Screen. recombinant USP1/UAF1, Ub-Rhodamine cleavage fluorescence. Potency, µM (titrated, usually from 57.1 µM), for the others: at the top dose activity change, negative = inhibition, actives largely listed as inhibitors. AID 743255, 2014. Ubiquitin carboxyl-terminal hydrolase 1 (Homo sapiens), O94782. actives 0.23% (n = 390,000); also: potency is read from the fitted curve at half-maximal effect; % is scaled to controls: 0 for no effect and ±100 for the full control effect; nearly all actives have a fitted effect of over 60% in size; inactives centre near -12
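In this screen, compounds sit with the deubiquitinase complex (1nM) for 15 min at room temperature before Ub-Rho is added at 150nM final. Fluorescence rise is then followed for 6 reads every 60 seconds.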
Vif-APOBEC3G blk – qHTS for Inhibitors of Vif-A3G Interactions: qHTS; DNA dC->dU-editing enzyme APOBEC-3G (Homo sapiens), Q9HC16; HeLa A3G-eYFP + Vif (tagged APOBEC3G with the HIV-1 protein that degrades it), YFP fluorescence, overnight; Potency, µM (series often up to 46.1 µM), without a hit: at the highest dose activity, negative = active, usual class: inhibitors; actives 0.076% (n = 410,000);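 also: potency is read from the fitted curve at half-maximal effect; % is scaled to controls: 0 for no effect and ±100 for the full control effect; nearly all actives have a fitted effect of over 60% in size; hits raise eYFP signal because A3G escapes Vif-driven loss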
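Read-out is eYFP fluorescence (Ex 488/Em 500-530) from Vif-expressing HeLa A3G-eYFP cells; more signal means A3G escaped Vif-mediated degradation. Cells plated overnight, compound pinned in, incubated overnight at 37 deg C.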
LDHA inh – qHTS assay for inhibitors of human lactate dehydrogenase; AID 1347041, 2019; purified LDHA, NADH/diaphorase-resazurin fluorescence; hits give low values; actives 0.15% (n = 480,000); activity change, % (values are at about 110 or 230 µM); in the data active = activity change below about -30%; inconclusive = mostly about -25% to -30%;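 also: plate controls were DMSO wells for no effect and wells without enzyme for full effect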
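Enzyme activity of human lactate dehydrogenase 5 (2 nM; 0.06 mM NADH, 0.2 mM pyruvate, 5 min, RT) is measured via a resazurin/diaphorase fluorescence readout of residual NADH.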
PI4K2A block – qHTS for small molecular inhibitors of PI4K2A; actives 0.13% (n = 420,000); purified PI4K2A, ADP-Glo luminescence, 1 h; hits give low values; AID 1346378, 2018; activity change, negative = inhibition, % at 76.9 µM; Phosphatidylinositol 4-kinase type 2-alpha (Homo sapiens), Q9BTU6; in the data active = activity change below about -50%; inconclusive = mostly about -30% to -49%;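 also: -100% = wells without enzyme as full effect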
Target sequence (Q9BTU6 whole entry, looked up): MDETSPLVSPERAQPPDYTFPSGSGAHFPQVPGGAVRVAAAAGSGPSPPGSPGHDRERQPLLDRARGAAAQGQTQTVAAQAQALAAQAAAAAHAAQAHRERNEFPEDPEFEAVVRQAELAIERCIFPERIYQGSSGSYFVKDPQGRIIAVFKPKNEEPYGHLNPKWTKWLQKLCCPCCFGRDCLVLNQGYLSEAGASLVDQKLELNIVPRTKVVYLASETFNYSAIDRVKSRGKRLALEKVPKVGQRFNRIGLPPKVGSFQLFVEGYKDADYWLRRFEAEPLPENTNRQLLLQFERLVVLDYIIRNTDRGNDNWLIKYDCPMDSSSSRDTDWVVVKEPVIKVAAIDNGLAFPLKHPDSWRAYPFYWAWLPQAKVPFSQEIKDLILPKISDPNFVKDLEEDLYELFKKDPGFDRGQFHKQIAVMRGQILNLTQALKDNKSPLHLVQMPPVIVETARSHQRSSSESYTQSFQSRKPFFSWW
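PI4K2A activity was measured by ADP-Glo luminescence: enzyme (4 ug/mL stock) and phosphatidylinositol (1.2 mM stock) in Tris pH 7.5/MgCl2/EGTA/Triton X-100 buffer were reacted with ATP (300 microM stock) for one hour at ambient temperature.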
* = called active by the depositor; ? = inconclusive; · = no result given; & = joins results of further samples; [ ] = another dose, or the depositor's remark. Unless noted, calls follow the shape of the dose curve; as a rule, active = well fitted curve in the direction sought with a large enough effect; inconclusive = small, poorly fitted or top-dose-only effect, or another doubt; inactive = no such curve, though single readings can be large; an effect the other way counts as inactive or inconclusive.

molecule	Vif-APOBEC3F blk	GRP78 ERSR act	RXFP1 ag	TrxR1 substrate	mIDH1 inhibitor	USP1-UAF1 inh	Vif-APOBEC3G blk	LDHA inh	PI4K2A block
C[C@H](CO)N1C[C@H](C)[C@@H](CN(C)C(=O)Nc2ccc(C(F)(F)F)cc2)Oc2c(NC(=O)Cc3ccccc3)cccc2C1=O	3%	-3%	·	-7%	-14%	-20%	-7%	0	-1
Cc1ccc(OCC(=O)Nc2ccc(NC(=O)c3ccco3)cc2)c(C)c1	-8%	-7%	0.3%	0%[57.1 µM]	5%	-14%	-12%	-1	1
COc1ccc(OC)c(C2=NO[C@@H]3C(=O)N(c4cc(Cl)ccc4OC)C(=O)[C@H]23)c1	-9%	-3%	-0.1%	20%	-5%	0%	0%	-13	-1
CC(=O)c1cccc(NC(=O)C(C)OC(=O)c2cc(C)oc2C)c1 (centres undefined)	1%	-3%	-0.8%	-6%	0%	-12%	-1%	-6	2
C=CCN(C(=O)CCc1ccccc1OC)c1nc(-c2ccc(S(C)(=O)=O)cc2)cs1	2%	6%	-0.8%	16%	-2%	-14%	2%	-5	-1
CCn1c(SCc2nc3ccccc3c(=O)[nH]2)nc2ccccc21	11%	-3%	-0.4%	4%[57.1 µM]	10%	?	-7%	-7	-6
N#CCC(=O)Nc1ccc(C(=O)OCC(=O)NNC(=O)c2ccc(Cl)cc2)cc1	-9%	-5%	-0.2%	-3%[57.1 µM]	0%	-18%	-1%	-11	-1
Cc1ccc(C(=O)N2CCN(c3ncnc4c(C)csc34)CC2)cc1	-13%	-4%	0.4%	3%[11.4 µM]	9%	?	0%	-3	-2
COc1ccc(-n2c(=O)cc(N3CCN(Cc4ccccc4)CC3)[nH]c2=O)cc1	0%	-1%	-1.4%	1%	6%	-20%	0%	-1	7
O=C(NCCCN1CCOCC1)c1ccc2c(=O)n(-c3ccc(F)c(Cl)c3)c(=S)[nH]c2c1	10%	-2%	0.8%	1%	-4%	7%	-1%	-2	-1
Cc1cccc(NC(=O)CSCC(=O)Nc2cc(Cl)ccc2N2CCN(C)CC2)c1	-3%	-6%	0.0%	4%	0%	-17%	-4%	-1	3
Cc1ccc(S(=O)(=O)Nc2ccccc2C=Nc2cccc(C)c2C)cc1	-2%	-5%	-2.9%	-6%	4%	-13%	-9%	-10	1
COc1cc(S(=O)(=O)NC2CC(C)(C)NC(C)(C)C2)c(OC)cc1Cl	3%	-3%	2.9%	2%	10%	-12%	2%	-7	-2
Cc1ccccc1NC(=O)COC(=O)C1(C)CC1(Cl)Cl (centres undefined)	-21%	3%	-1.2%	5%[57.1 µM]	20%	-20%	0%	-5	-15
Cn1c(N)c(C(=O)COC(=O)c2cc(S(=O)(=O)NCc3ccccc3)ccc2O)c(=O)n(C)c1=O	-1%	-4%	·	5%	6%	-19%	-3%	-12	-7
CC1CN(C(=O)COc2ccc3c(-c4ccccc4)cc(=O)oc3c2)CC(C)O1 (centres undefined)	-1%	-1%	1.6%	1%	-3%	-9%	0%	-8	3
COc1ccccc1N(CC(=O)N/N=C/c1ccc(SC)cc1)S(C)(=O)=O	10%	-3%	1.2%	5%	4%	-7%	0%	1	-6
Cc1ccc(SCCNC(=S)Nc2ccccc2)cc1	-8%	-1%	-1.4%	3%[57.1 µM]	5%	-27%	0%	-5	4
O=C(CCCOc1ccccc1)Nc1cccc([N+](=O)[O-])c1	0%	-7%	0.6%	1%[57.1 µM]	-3%	-13%	2%	-7	1
CC1CCc2c(sc(/N=C/c3ccco3)c2C(N)=O)C1 (centres undefined)	1%	0%	3.6%	3%[57.1 µM]	6%	-15%	0%	-7	0
CCOC(=O)N1CCN(/[N+]([O-])=N/Oc2ccc([N+](=O)[O-])cc2[N+](=O)[O-])CC1	·	-15%&-2%&-12%	·	3%[57.1 µM]	·	·	?	·	14
CCOc1cc(/C=N/NC(=O)COc2ccccc2C)ccc1OC(=O)c1cccs1	-2%	-3%	-1.9%	7%	12%	?	0%	-2	-1
COC(=O)c1ccc(Nc2nc(-c3ccc(C)cc3)nc3ccccc23)cc1	0%	1%	5.9%	53%[activator]	-2%	-20%	-10%	1&-1	0
CC(=O)Nc1ccc(NC(=O)CCCc2c[nH]c3ccccc23)cc1	3%	0%	-0.6%	1%	-3%	-11%	-2%	-3	3
CCC(C)(C)c1ccc(Oc2cccc(C(=O)O)c2)cc1	5%	1%	0.9%	0%	-1%	?	2%	-1	4
O=[N+]([O-])c1ccc(Cl)cc1Sc1ccccn1	3%	-6%	4.0%	-9%	2%	-7%	0%	-8	3
COC(=O)c1cn(C)c2ccc(S(=O)(=O)N3CCOCC3)cc2c1=O	-1%	5%	21%	-3%[57.1 µM]	-4%	-23%	-2%	-2	-3
CSc1ccc2c(c1)C(N1CCN(C)CC1)Cc1ccc(F)cc1S2 (centres undefined)	4%	-5%	·	2%	6%	-10%	-8%	2	1
CCOC(=O)c1c(C)n(C)c2ccc(OCC(O)CN3CCN(C)CC3)cc12 (centres undefined)	5%	-5%	1.8%	1%	9%	?	2%	4	-2
COc1ccc(NC(=O)CSc2nc3ccccc3n2CC(=O)N(C)C2CCCCC2)cc1	0%	1%	0.8%	1%[57.1 µM]	0%	-1%	-1%	-2	0
CN1CCN(c2nc(-c3ccccc3O)nc3ccccc23)CC1	0%	-1%	-1.2%	0%	5%	-8%	1%	-6	4
O=C(CN(C1CCCCC1)S(=O)(=O)c1ccc(Cl)cc1)NCc1cccnc1	0%	-1%	3.1%	3%	0%	-18%	-4%	-3	0
Cc1ccc(C)c2[nH]c(=O)c(CN(CC3CCCO3)C(=S)NCc3ccco3)cc12 (centres undefined)	-13%	-1%	-1.4%	-5%	10%	-19%	-8%	-5	-2
CC(C)(C)c1ccc(C(=O)NCC(=O)OCc2ccc([N+](=O)[O-])cc2)cc1	8%	0%	0.4%	-11%	5%	-23%	-1%	-3	-4
C#CCOc1c(Cl)cc(/C=N/NC(N)=S)cc1OCC	?	-1%	0.7%	-8%	-20%	0%	-12%	-5	9
Cc1ccc(S(=O)(=O)C(C)C(=O)c2ccc3c(c2)OCCO3)cc1 (centres undefined)	-13%	-5%	0.7%	4%	4%	-12%	-1%	7	-1
Cc1cc(NCc2ccccc2)nc2ccccc12	·	-2%	0.8%	15%	10%	-19%	-17%	-2	0
Cc1ccccc1Cn1c2ccccc2c2cnn(CC(=O)NCC(C)c3ccccc3)c(=O)c21 (centres undefined)	0%	-3%	0.7%	-1%	-12%	-14%	-1%	-18	-7
Cc1ccc(C2(CCNCc3ccco3)CCOC(C(C)C)C2)cc1 (centres undefined)	-9%	-4%	-0.3%	0%	-11%	-11%	4%	-6	-5
CSc1nnc2c3c4c(sc3c(=O)n(-c3ccccc3)n12)CC(C)(C)OC4	-3%	-3%	1.4%	6%	3%	-17%	-1%	2	-10
CC(=O)c1cccc(NS(=O)(=O)c2c(C)n[nH]c2C)c1	-12%	8%	2.6%	-11%	16%	-8%	1%	4	6
O=C(O)c1ccc2c(c1)C1C=CCC1C(c1ccncc1)N2 (centres undefined)	-7%	-2%	5.1%	-3%	3%	-21%	-3%	8	0
CCOc1ccccc1CNC(=O)c1nc(-c2ccc(Cl)cc2)n2c1CCCCC2	-1%	-4%	-1.7%	-2%	-2%	-25%	2%	-5	-2
CC(C)(C)C(=O)Oc1ccc2cc(-c3ccc4ccccc4n3)c(=O)oc2c1	?	2%	1.3%	61%[activator]	-2%	-17%	0%	-10	2
CCN(C(=O)Cn1nc(C)c([N+](=O)[O-])c1C)c1c(N)n(Cc2ccccc2)c(=O)[nH]c1=O	3%	-2%	0.4%	8%[57.1 µM]	-2%	-11%	0%	-10	-1
CCc1ccc(NC(=O)C(=O)NCCN2CCN(C(=O)c3ccco3)CC2)cc1	-1%	-1%	0.0%	-5%	2%	-4%	0%	-9	-1
COc1ccc(C(=O)CN2C(=O)c3ccccc3S2(=O)=O)cc1	-2%	-15%	1.1%	6%	4%	-6%	0%	-2	4

Not all compounds are listed; count on the stated rates, not on these rows.
